# High-throughput results from PubChem.
# OX1R antagonist: human HCRTR1 antagonism. O43613. CHO/OX1R cells, Fluo-8 calcium fluorescence, orexin A. inhibition, % at 5 µM. hit rate 0.43% among 330,000;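 active = inhibition above its plate's threshold, mean inhibition of all tested compounds on the plate plus 3 SD, cut at about 37% in these data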;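 note: 0% = orexin A challenge wells and 100% = SB-334867-A antagonist wells; not every result past the cut was called active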
# Target sequence (O43613 whole entry, looked up): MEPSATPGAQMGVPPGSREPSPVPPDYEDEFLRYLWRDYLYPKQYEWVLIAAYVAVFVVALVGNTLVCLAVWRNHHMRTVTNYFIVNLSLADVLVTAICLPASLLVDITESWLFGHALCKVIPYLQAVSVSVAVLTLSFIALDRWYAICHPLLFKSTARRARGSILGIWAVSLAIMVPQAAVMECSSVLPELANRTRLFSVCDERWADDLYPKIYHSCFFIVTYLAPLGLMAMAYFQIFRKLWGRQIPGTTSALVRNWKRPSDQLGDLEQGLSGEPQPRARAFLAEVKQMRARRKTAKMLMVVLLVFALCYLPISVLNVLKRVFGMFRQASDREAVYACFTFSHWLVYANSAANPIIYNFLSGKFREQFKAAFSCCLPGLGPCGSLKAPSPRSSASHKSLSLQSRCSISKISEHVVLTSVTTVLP
# CHT allo act: human CHT allosteric activation. Q9GZV3. CHT-expressing cells, membrane potential dye, choline EC20; hits give high values; LV-AA mutant CHT in HEK293 cells. B-score at 10 µM. hit rate 0.49% among 310,000. AID 488977;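 active = initial fluorescence not abnormally high and integrated response B-score, plate-corrected, over 3 SD above library mean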
# Target sequence (Q9GZV3 whole entry, looked up): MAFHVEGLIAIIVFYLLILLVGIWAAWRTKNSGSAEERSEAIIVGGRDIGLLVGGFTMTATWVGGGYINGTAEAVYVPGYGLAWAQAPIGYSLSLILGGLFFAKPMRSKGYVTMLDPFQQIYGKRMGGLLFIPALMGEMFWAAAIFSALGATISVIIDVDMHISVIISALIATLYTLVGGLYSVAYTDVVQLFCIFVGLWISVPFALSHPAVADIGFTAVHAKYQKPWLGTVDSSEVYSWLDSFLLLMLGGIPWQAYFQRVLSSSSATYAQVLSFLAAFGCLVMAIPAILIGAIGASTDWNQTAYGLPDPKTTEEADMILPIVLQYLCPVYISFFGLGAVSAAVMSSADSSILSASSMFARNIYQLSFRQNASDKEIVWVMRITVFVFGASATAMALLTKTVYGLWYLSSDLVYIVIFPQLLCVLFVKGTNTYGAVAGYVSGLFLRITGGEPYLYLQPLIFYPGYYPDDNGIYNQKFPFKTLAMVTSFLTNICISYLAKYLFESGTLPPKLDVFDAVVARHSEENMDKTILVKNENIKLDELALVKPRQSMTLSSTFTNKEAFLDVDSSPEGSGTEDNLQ
# An asterisk follows results filed as active; i = inactive; . = no result given.
SMILES,OX1R antagonist,CHT allo act
COc1cccc(C(=O)Nc2ccc(N3CCN(C(=O)c4ccco4)CC3)cc2)c1,-16,i
CCOC(=O)C1CCN(CC(=O)N2C(C)CCCC2C)CC1 (configuration not stated),-9,i
COc1ccc(C)cc1NC(=O)c1ccc(NS(=O)(=O)c2c(C)noc2C)cc1,-9,i
C=CCNC(=O)COc1c(C)ccc(C)c1C,-27,i
Clc1cccc(-c2ccnc3nc(-n4cccc4)nn23)c1,-22,i
COc1ccc(/C=C/C(=O)OCCNC(=O)c2ccncc2)cc1OC,-15,i
CCNc1[nH]c(=O)n(C)c(=O)c1N=O,2,i
CC1CC(C)CN(S(=O)(=O)N2CCCC(C(=O)NCc3ccccc3Cl)C2)C1 (configuration not stated),-21,i
COc1ccc(CNC(=S)NCc2ccc(F)cc2)cc1OC,-14,i
Cc1cn2c(nc(=O)c3cccnc32)s1,-5,i
COc1ccc(S(=O)(=O)N/N=C\c2ccc3c(c2)OCO3)c(OC)c1,.,i
Cn1cccc/c1=N\c1cccc[n+]1C,-8,i
COc1cccc(OC)c1C(=O)NNC(=O)c1ccccc1-n1cccc1,-14,i
Cn1cccc1/C=N/N1CCN(c2ccccn2)CC1,-27,i
COc1ccc(OC)c(S(=O)(=O)NCc2ccccn2)c1,-8,i
COC(=O)C(NC(=O)COc1ccccc1)(Nc1nc2c(s1)CCCC2)C(F)(F)F (configuration not stated),-10,i
CCOC(=O)C1(Cc2ccccc2)CCN(Cc2cnn(CC)c2)CC1,-30,i
CCC(C(=O)Nc1nc(C)c(C(=O)OC)s1)c1ccccc1 (configuration not stated),-7,i
O=C(NS(=O)(=O)c1ccc(NC(=O)C2CCCO2)cc1)c1ccccc1 (configuration not stated),-13,i
CCOC(=O)C1CCCN(c2c(N3CCN(C4CCCCC4)CC3)c(=O)c2=O)C1 (configuration not stated),-21,i
Cc1ccc(C)c(S(=O)(=O)N2CCN(CC(=O)Nc3ccc4c(c3)CCC4)CC2)c1,-13,i
Cc1ccc(S(=O)(=O)NOCc2ccccc2)cc1,-5,.
COc1cc(OC)c(CNC2CCCCCC2)cc1Br,-29,i
O=C(NCCN1CCN(Cc2ccccc2)CC1)C1CC(=O)N(C2CCCC2)C1 (configuration not stated),-19,i
CCOC(=O)c1ccc(N2CCOCC2)c(NC(=O)c2nccnc2C(=O)O)c1,1,i

# The listing continues:
SMILES,OX1R antagonist,CHT allo act
Cc1ccc(-n2nc3c(=O)n(CC(=O)NCCCc4ccccc4)nc(C)c3c2C)cc1,-30,i
CCN(CC)C(=O)Cn1nc(C)c2ccccc2c1=O,-23,i
COc1ccc(-c2nc(CS(=O)CC(=O)NCCN3CCCCCC3)c(C)o2)cc1OC (configuration not stated),-15,i
CCCCN(C(=O)CSc1nnnn1C)c1c(N)n(Cc2ccccc2)c(=O)[nH]c1=O,-16,i
O=C(Cn1nc(-c2cccc([N+](=O)[O-])c2)c2ccccc2c1=O)NCC1CCCO1 (configuration not stated),-13,i
O=C1/C(=C/c2ccco2)N=C(N2CCCCC2)N1c1ccccc1,-13,i
Cc1ccc(C)c(N2N=C(C(=O)OCc3nnc(-c4ccccc4)o3)CCC2=O)c1,-26,i
Cc1ccc(NC(=O)C2CCN(S(=O)(=O)c3ccc4c(c3)NC(=O)C(C)S4)CC2)cc1C (configuration not stated),10,i
Cc1ccc2nc(C)cc(C(=O)OCC(=O)Nc3c(C)n(C)n(-c4ccccc4)c3=O)c2c1,-22,i
Cc1[nH]c2ccc(OCc3ccccc3)cc2c1CCN1C(=O)OC(C)(C)C1(C)O (configuration not stated),-4,i
N/C(=N\OS(=O)(=O)c1ccccc1)c1ccncc1,-22,i
CC(C)=C(NC(=O)c1ccccc1)C(=O)Nc1ccc(C(=O)O)cc1,-2,i
CC(=O)NC1C(=O)Nc2c(C)cc(C)cc21 (configuration not stated),-17,i
CCC(=O)NC(c1ccc(C)cc1)c1cc(Cl)c2cccnc2c1O (configuration not stated),-5,.
Cc1cc(=O)oc2cc(NC(=O)C(C)Oc3ccccc3)ccc12 (configuration not stated),-1,i
NS(=O)(=O)c1ccc(NC(=O)Nc2ccc(S(N)(=O)=O)cc2)cc1,10,i
O=C(C1CCN(C2CC(=O)N(Cc3ccccc3)C2=O)CC1)N1CCCCCC1 (configuration not stated),-4,i
CCOC(=O)Nc1ccc2c(c1)nc(CN1CCCCC1)n2C,-19,i
CCOc1ccc(CCNC(=O)C2CCN(S(=O)(=O)c3ccc(C)cc3)CC2)cc1OCC,-28,i
COc1ccc(CNC(=O)c2cc3c(s2)CS(=O)C3)cc1 (configuration not stated),-14,i
Cn1c(CNC(=O)C2CCCCC2)cc2ccccc21,-4,i
CCn1cnc2cc(NCc3ccc(Br)cc3)ccc21,-10,i
Cc1nc(-c2ccc(NC(=O)CC(C)C)cc2)cs1,-8,i
Cc1cccc(NC(=S)NC(=O)C2CC2)c1,-1,i
CCO[C@@H]1OC(C(=O)NCc2ccccc2)=C[C@H](C2CC2)[C@H]1CCCO,-20,i

# The listing continues.
SMILES,OX1R antagonist,CHT allo act
COc1cc(/C=C/C(=O)c2ccc(C)cc2)ccc1OCC#N,-16,i
CCC(CC)C(=O)Nc1nnc(-c2cccs2)s1,-31,i
Cc1ccc(Cl)c(NC(=O)CN(C)CC(=O)Nc2ccc(F)c(F)c2F)c1Cl,-8,i
COC(=O)c1c(-n2cnnn2)sc(C)c1C,4,i
C/C(=N\Nc1nccnc1Cl)c1c(F)c(F)c(F)c(F)c1F,-1,i
COC(=O)Cn1c(CCS(=O)(=O)c2ccc(C)cc2)nc2ccccc21,-14,i
CCCCC1C(=O)CC[C@H]2[C@@H]1CC(=O)[C@@H]2C/C=C\CCCC(=O)O (some centres not stated),-12,i
CCC(=O)NC(=S)Nc1ccc(NC(=O)c2ccccc2[N+](=O)[O-])cc1,-12,i
O=C1C(=O)N(Cc2cccnc2)C(c2cccc(Br)c2)/C1=C(/O)c1ccc2c(c1)OCO2 (configuration not stated),-21,i
O=C(CNC(=O)c1ccc(Cl)cc1)OC1CCOC1=O (configuration not stated),-12,i
O=C(Cn1nnc(-c2ccccc2-n2cnnn2)n1)NCc1ccccc1,-18,i
CCC1CCCCN1C(=O)COC(=O)c1cc(C)nc2ccccc12 (configuration not stated),-14,.
O=C(CSc1nnc(-c2ccccc2F)o1)NC1CCCCC1,-15,i
COc1ccc(N(C)C(=O)C2CCN(S(=O)(=O)c3cccc4nonc34)CC2)c(OC)c1,-4,i
CC(=O)Nc1cc(OC(C)=O)c2nonc2c1OC(C)=O,3,i
CC12CCC(=O)N1C(C(=O)Nc1nc3ccc(S(C)(=O)=O)cc3s1)CS2 (configuration not stated),0,i
O=C(CNS(=O)(=O)c1ccc(Br)s1)NCc1ccc(F)cc1,-6,i
Nc1nc(-c2ccc(Oc3ccccc3)cc2)cs1,-1,i
Cc1ncc([N+](=O)[O-])n1CCN1C(=O)c2ccccc2C1=O,-11,i
CCOC(=O)c1[nH]c2ccc(OC)cc2c1NC(=O)CCN1CCCC(C)C1 (configuration not stated),-13,i
CSc1ccc(OC2CCN(Cc3ccccc3)CC2)cc1,-14,i
C=CCN1C(=O)/C(=C2\SC(N3CCOCC3)=NC2=O)c2cc(Br)ccc21,-26,i
C/C(=N\NC1=N[C@H]2CS(=O)(=O)C[C@H]2S1)c1ccccc1,2,i
C=CCn1c(O)c(C=Nc2ccc(CN3CCCCC3)cc2)c(=O)[nH]c1=S,-26,i
CC(=O)/C(=N\Nc1ccc(Cl)cc1Cl)Sc1cccc2cccnc12,12,i

# For reference, part of the list above:
SMILES,OX1R antagonist,CHT allo act
CCC(=O)NC(=S)Nc1ccc(NC(=O)c2ccccc2[N+](=O)[O-])cc1,-12,i
O=C1C(=O)N(Cc2cccnc2)C(c2cccc(Br)c2)/C1=C(/O)c1ccc2c(c1)OCO2 (configuration not stated),-21,i
O=C(CNC(=O)c1ccc(Cl)cc1)OC1CCOC1=O (configuration not stated),-12,i
O=C(Cn1nnc(-c2ccccc2-n2cnnn2)n1)NCc1ccccc1,-18,i
CCC1CCCCN1C(=O)COC(=O)c1cc(C)nc2ccccc12 (configuration not stated),-14,.
O=C(CSc1nnc(-c2ccccc2F)o1)NC1CCCCC1,-15,i
COc1ccc(N(C)C(=O)C2CCN(S(=O)(=O)c3cccc4nonc34)CC2)c(OC)c1,-4,i
CC(=O)Nc1cc(OC(C)=O)c2nonc2c1OC(C)=O,3,i
CC12CCC(=O)N1C(C(=O)Nc1nc3ccc(S(C)(=O)=O)cc3s1)CS2 (configuration not stated),0,i
O=C(CNS(=O)(=O)c1ccc(Br)s1)NCc1ccc(F)cc1,-6,i
Nc1nc(-c2ccc(Oc3ccccc3)cc2)cs1,-1,i
Cc1ncc([N+](=O)[O-])n1CCN1C(=O)c2ccccc2C1=O,-11,i
CCOC(=O)c1[nH]c2ccc(OC)cc2c1NC(=O)CCN1CCCC(C)C1 (configuration not stated),-13,i
CSc1ccc(OC2CCN(Cc3ccccc3)CC2)cc1,-14,i
C=CCN1C(=O)/C(=C2\SC(N3CCOCC3)=NC2=O)c2cc(Br)ccc21,-26,i
C/C(=N\NC1=N[C@H]2CS(=O)(=O)C[C@H]2S1)c1ccccc1,2,i
C=CCn1c(O)c(C=Nc2ccc(CN3CCCCC3)cc2)c(=O)[nH]c1=S,-26,i
CC(=O)/C(=N\Nc1ccc(Cl)cc1Cl)Sc1cccc2cccnc12,12,i

# (listing goes on)
SMILES,OX1R antagonist,CHT allo act
O=S(=O)(Nc1ccc2c(c1)nc1n2CCN(Cc2ccccc2)C1)c1ccc(Cl)cc1,3,i
CCC(C(=O)Nc1cccnc1Cl)c1ccccc1 (configuration not stated),-15,i
COc1ccc(OC)c(S(=O)(=O)Nc2cc3c(cc2N2CCCC2)n(C)c(=O)c(=O)n3C)c1,-16,7.2*
C[C@@]12C(=O)Nc3ccc(F)cc3C(=O)N1[C@H]1c3cc(Br)ccc3OC[C@@H]1[C@@H]2c1ccccc1,20,.
O=C(CC1C(=O)NCCN1Cc1ccccc1F)NC1CCCCCC1 (configuration not stated),-9,i
CCN(CC)C(=O)[C@H]1CC(CC(=O)NCc2cccc(C(F)(F)F)c2)C(=O)N2CCc3c([nH]c4ccc(OC)cc34)[C@]12C (some centres not stated),-50,.
C/C(=N/NC(=O)CSc1nc2ccccc2n1C)c1ccncc1,-17,i
COCCCN(C(=O)CC1OC(=O)c2ccccc21)c1c(N)n(Cc2ccccc2)c(=O)[nH]c1=O (configuration not stated),-6,i
CCOc1ccc(CN(C)C(=O)c2ccc(=O)[nH]c2)cc1,-9,i
O=S(=O)(c1ccc2c(c1)OCCO2)N1CCc2ccccc21,-12,i
CCCC(=O)Nc1ccc(C(=O)O)cc1NC(=O)CCC,-12,i
COc1cccc(C2NC(CC(C)C)(C(=O)O)C3C(=O)N(Cc4ccccc4)C(=O)C23)c1O (configuration not stated),-11,i
Cc1ccc(CN(c2ccc(C(=O)NCc3cccnc3)cc2)S(C)(=O)=O)cc1,-11,i
COc1ccc(CCNC(=O)COC(=O)/C=C/c2cccc(F)c2)cc1,-8,.
O=C(Nc1ccc(C(F)(F)F)cc1)c1cnc(N2CCN(c3ccccn3)CC2)c2ccccc12,-26,i
Cc1ccccc1CSc1nc2ccccc2c(=O)n1C,-5,.
C=CCC1(CC=C)CCCN1C(=O)c1cc(COc2cccc(OC)c2)on1,-4,i
COc1cccc(NC(=O)Nc2ccc3c(c2)nnn3C)c1,-8,i
Cc1cccc(C)c1NC(=O)CCCSc1nnc(-c2ccco2)o1,-24,i
Cc1cccc(C)c1NC(=O)C1CSC2(C)CCC(=O)N12 (configuration not stated),-14,i
Cc1ccc(OCC(=O)N2N=C(c3ccncc3)CC2(O)C(F)(F)F)cc1C (configuration not stated),-18,i
NS(=O)(=O)c1ccc(CCNC(=O)c2cc([N+](=O)[O-])ccc2N2CCCCC2)cc1,-9,i
CCc1ccccc1NC(=O)CNC(=O)c1cc(C2CC2)nn1-c1ccccc1,8,.
O=C(NNS(=O)(=O)c1ccccc1)c1cccc(F)c1,-6,i
O=C(c1cc(-c2cccc(Cl)c2)nc2ccccc12)N1CCN(c2ccccn2)CC1,-37,i

# Other structures:
SMILES,OX1R antagonist,CHT allo act
O=C(Oc1ccc(-c2nnco2)cc1)c1ccc(F)c(S(=O)(=O)N2CCOCC2)c1,-13,i
C=CCn1c(Cc2cccs2)nnc1SCC(=O)NC1CC1,-1,i
Cc1ccc(NCCC(=O)c2cccs2)cc1,-12,i
Cc1ccc(-c2nnn(CC(=O)N(CCO)C(C(=O)NC3CCCCC3)c3ccncc3)n2)o1 (configuration not stated),-8,i
Cc1nnsc1C(=O)NC(C)C12CC3CC(CC(C3)C1)C2 (configuration not stated),-7,i
NC(=O)CNc1ncc(C(F)(F)F)cc1Cl,1,i
O=S(=O)(NCC1CCCO1)c1cccc(S(=O)(=O)N2CCCC2)c1 (configuration not stated),-5,i
O=C(O)c1ccc(N2CCCCS2(=O)=O)cc1,-6,i
Cc1ccccc1CN1CCNC(=O)C1CC(=O)NC1CCCCCCC1 (configuration not stated),-20,i
O=C(NC1CCCCC1)N1CCCC(c2nc(-c3cccs3)no2)C1 (configuration not stated),-38,i
CN(C)CCNC(=S)Nc1cccc(Cl)c1,-7,i
C[C@]12CCC(=O)C=C1CCC1C2CC[C@@]2(C)C1CCC21OCCO1 (some centres not stated),-3,.
COc1cccc(NC(=O)CN(C)C(=O)CCNC(=O)c2ccccc2Cl)c1,3,.
N#CC(C#N)=CC1=C2OC(c3ccccc3)=CC(c3ccccc3)=C2CCC1,-9,i
Cc1c(Cc2ccc3c(c2)OCO3)sc(NC(=O)C(C)(C)C)c1C#N,-26,i
O=C(NC1CCCN(Cc2ccc(Cl)cc2)C1)c1cccc(N2CCCC2=O)c1 (configuration not stated),-30,i
COc1ccc(N(CC(=O)N2CCCCCC2)S(=O)(=O)c2c(C)[nH]c(=O)[nH]c2=O)cc1,-9,i
